ELG1 genotox – qHTS screen for small molecules that induce genotoxicity in human embryonic kidney (HEK293T) cells expressing luciferase-tagged ELG1 | HEK293T ELG1-luciferase reporter, luminescence, 16 h | Potency, µM (series often up to 46 µM), for the others: at the top dose activity change, positive = activation, most hits filed as activators | 1.3% of 330,000 active; note: % of control where 0% means no effect; nearly all actives have a fitted effect of over 60% in size
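DMSO vehicle served as control against compound-treated ELG1-luciferase HEK293T cells; exposure lasted 16 hr at 37 °C and 5% CO2, followed by ONE-Glo luminescence detection after 30 min.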
BRCA1 expr up – qHTS Assay to Identify Small Molecule Activators of BRCA1 Expression | Potency, µM (titrated, usually from 46.1 µM), for inactives: top-dose activation, usual class: activators | MCF7-BRCA1-FFLuc reporter, luminescence, 48 h; response scale: scaled: vehicle 0%, 10 µM genistein 100% | 1.1% of 380,000 active; note: nearly all actives have a fitted effect of over 80% in size; some results filed as inactive show a strong effect at the top dose
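Cells: MCF7-BRCA1-FFLuc, 2000/well. Exposure: 48 h, 37 °C, 5% CO2. Read: luminescence, 15 min post-substrate. Controls: genistein 10 microM (maximal activation), DMSO (neutral).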
Rab9 prom act – qHTS Assay for Rab9 Promoter Activators; 2.8% of 320,000 active; Potency, µM (highest dose often 9.22 µM), for the others: at the highest dose activation, negative = inhibition, usual class: activators; Huh7 Rab9 promoter-luciferase reporter, luminescence, 24 h; note: % of control where 0% means no effect; nearly all actives have a fitted effect of over 60% in size
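Luciferase signal after 10 min detection reagent at ambient indicates Rab9 promoter upregulation; stably transfected Huh7 cells were treated 24 h with compound in DMSO at 37 °C, 5% CO2.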
RORg inh – qHTS for inhibitors of ROR gamma transcriptional activity; Potency, µM (highest dose often 53.6 µM), for the others: at the highest dose activity change, negative = inhibition, actives largely listed as inhibitors; AID 2551, 2010; 5.4% of 310,000 active; Drosophila S2 Gal4-RORgamma UAS-luciferase reporter, 20 h; note: % is set by controls: 0 for no effect and ±100 for the full control effect; nearly all actives have a fitted effect of over 60% in size
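Stable Schneider cell line, Gal4 DNA-binding domain fused to ROR gamma, UAS-luciferase. Cmpd 1 hr RT → CuSO4 700 uM final → 20 hr RT → luciferase reagent 10 min → luminescence.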
p53 reactivator – qHTS assay for re-activators of p53 using a Luc reporter; H1299 p53-A138V BP100-luciferase reporter, luminescence, 24 h; Potency, µM (top dose mostly 92.2 µM), for inactives: top-dose activity change, positive = activation, hits mostly activators; 0.063% of 320,000 active; note: % of control where 0% means no effect; nearly all actives have a fitted effect of over 45% in size
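p53-null H1299 cells stably carrying temperature-sensitive p53-A138V and a BP100-luciferase reporter were pinned with compounds (4-point, 1:5 series) and held 24 hrs at 37 deg C. Luminescence was read 10 min after detection reagent.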
NPC1 promoter act – qHTS Assay for NPC1 Promoter Activators; 2.4% of 320,000 active; AID 485313, 2010; Huh7 NPC1 promoter luciferase reporter, 24 h; Potency, µM (series often up to 9.22 µM), for the others: at the highest dose activation, usual class: activators;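 note: % of control where 0% means no effect; nearly all actives have a fitted effect of over 60% in size; reporter is driven by a mutant NPC1 promoter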
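In 1536-well qHTS, Huh7 cells harboring an NPC1 promoter–luciferase construct received compound for 24 h; activation was quantified by luminescence following luciferase reagent addition.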
uPA surface inh – qHTS for Inhibitors of Cell Surface uPA Generation | 0.31% of 330,000 active | Potency, µM (doses to about 38.3 µM), for inactives: at the highest dose activity change, negative = inhibition, hits mostly inhibitors | cell surface uPA generation assay, qHTS | AID 540303, 2011; active = well fitted inhibition curve with a large enough effect; inconclusive = small, poorly fitted or top-dose-only effect; inactive = no such curve, though single readings can be large or run the other way; tested in mouse RAW 264.7 cells; note: % is set by controls: 0 for no effect and ±100 for the full control effect; nearly all actives have a fitted effect of over 55% in size
MBNL1-CUG inh – qHTS Assay for Inhibitors of MBNL1-poly(CUG) RNA binding | Muscleblind-like protein 1 (Homo sapiens), Q9NR56 | TR-FRET MBNL1-His/biotin-(CUG)12 binding, 665/545 ratio | Potency, µM (top dose mostly 57.5 µM), for inactives: at the top dose activity change, negative = inhibition, usual class: inhibitors | 0.036% of 280,000 active; active = well fitted inhibition curve with a large enough effect in the signal ratio, with a control signal flat, not every such curve was filed as active; inconclusive = small, poorly fitted or top-dose-only effect, or effect the other way, or a change in a side signal; inactive = no such curve, though single readings can be large or run the other way; the % refers to the signal ratio; note: % is set by controls: 0 for no effect and ±100 for the full control effect
Target sequence (Q9NR56 whole entry, looked up): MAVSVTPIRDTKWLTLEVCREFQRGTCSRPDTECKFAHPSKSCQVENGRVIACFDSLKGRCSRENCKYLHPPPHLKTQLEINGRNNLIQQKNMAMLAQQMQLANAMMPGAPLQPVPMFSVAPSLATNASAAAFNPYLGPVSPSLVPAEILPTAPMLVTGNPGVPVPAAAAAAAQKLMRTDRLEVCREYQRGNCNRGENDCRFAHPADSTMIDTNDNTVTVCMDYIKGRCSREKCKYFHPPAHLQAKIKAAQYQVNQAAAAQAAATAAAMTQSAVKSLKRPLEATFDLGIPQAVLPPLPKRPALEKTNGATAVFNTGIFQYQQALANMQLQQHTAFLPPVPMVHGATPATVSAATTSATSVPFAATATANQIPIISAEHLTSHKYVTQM
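Compound titration spanned 92 nM–58 uM against the MBNL1-His/biotin-(CUG)12 complex. After 60 min at room temperature with 5 nM streptavidin-XL665 and 0.055 ng/ul terbium anti-His, ratiometric 665/545 nm emission (Ex 340 nm) normalized to controls.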
FLuc counter – qHTS profiling assay for firefly luciferase inhibitor/activator using purifed enzyme and Km concentrations of substrates (counterscreen for miR-21 project); Luciferin 4-monooxygenase (Photinus pyralis), P08659; purified FLuc, Km substrates, luminescence inhibition; Potency, µM (highest dose often 57.5 µM), inactives show top-dose activity change, negative = inhibition, most hits filed as inhibitors; 6.9% of 360,000 active; AID 588342, 2011;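 note: plate controls were vehicle for no effect and reference inhibitor for full effect; nearly all actives have a fitted effect of over 55% in size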
Target sequence (P08659 whole entry, looked up): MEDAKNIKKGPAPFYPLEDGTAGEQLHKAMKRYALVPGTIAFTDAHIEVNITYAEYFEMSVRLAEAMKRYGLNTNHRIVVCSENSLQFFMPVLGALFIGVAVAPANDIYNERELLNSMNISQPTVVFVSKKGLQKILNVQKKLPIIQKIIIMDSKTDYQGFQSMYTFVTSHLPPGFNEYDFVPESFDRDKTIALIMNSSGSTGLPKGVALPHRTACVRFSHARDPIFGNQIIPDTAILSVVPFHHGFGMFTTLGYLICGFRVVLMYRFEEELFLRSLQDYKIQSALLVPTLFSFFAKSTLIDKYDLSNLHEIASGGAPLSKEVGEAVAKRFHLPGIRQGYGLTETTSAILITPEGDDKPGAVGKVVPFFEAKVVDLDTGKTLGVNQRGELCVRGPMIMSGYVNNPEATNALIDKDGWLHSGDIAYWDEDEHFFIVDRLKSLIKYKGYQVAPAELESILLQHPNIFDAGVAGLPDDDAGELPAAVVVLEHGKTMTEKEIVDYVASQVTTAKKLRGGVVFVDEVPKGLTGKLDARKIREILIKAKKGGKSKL
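Purified P. pyralis luciferase (10nM final) with 10uM D-luciferin and 10uM ATP (Km levels) in 50mM Tris acetate pH 7.5, 10mM Mg acetate, 0.01% Tween-20, 0.05% BSA; qHTS 6-point titration, ~60 µM downward; luminescence read.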
Gal4-VP16 FLuc – VP16 counterscreen qHTS for inhibitors of ROR gamma transcriptional activity; Drosophila S2 Gal4-VP16 UAS-luciferase, luminescence, 20 h; Potency, µM (top dose mostly 53.6 µM), without a hit: at the top dose activity, negative = inhibition, actives largely listed as inhibitors; 3.5% of 310,000 active;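 note: Gal4-VP16 expression switched on by copper sulfate through the metallothionein promoter; % is set by controls: 0 for no effect and ±100 for the full control effect; nearly all actives have a fitted effect of over 50% in size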
An asterisk follows results filed as active; ? = inconclusive; . = no result given; [ ] = another dose, or the depositor's remark. Unless noted, calls come from the whole dose curve; as a rule, active = well fitted curve in the direction sought with a large enough effect; inconclusive = small, poorly fitted or top-dose-only effect, or another doubt; inactive = no such curve, though single readings can be large; an effect the other way counts as inactive or inconclusive. Potency is the fitted concentration of half-maximal effect.

nr	structure	ELG1 genotox	BRCA1 expr up	Rab9 prom act	RORg inh	p53 reactivator	NPC1 promoter act	uPA surface inh	MBNL1-CUG inh	FLuc counter	Gal4-VP16 FLuc
1	O=C(Nc1cccc2ncccc12)C(Cl)(Cl)Cl	-7%	-21%	1%	-9%	-11%	-5%	.	19%	1%	-7%
2	O=C(Cn1ncc2c([nH]c3ccccc32)c1=O)N1CCN(c2ccccc2F)CC1	-1%[9.26 µM]	-15%	-3%	-9%	-1%	-1%	7%	4%	1%	-1%
3	COc1cccc(C2c3c(oc4ccccc4c3=O)C(=O)N2c2ccccn2)c1 (stereo unspecified)	0%	-1%	-5%	-17%	18%	-1%	10%	-8%	0%	-1%
4	COc1ccc(C(=O)N/C(=C\c2ccc(Cl)cc2)C(=O)NCC2CCCO2)cc1 (stereo unspecified)	2%	-19%	6%	-16%	0%	-4%	24%	-4%	7%	-7%
5	O=C(Nc1ccc(S(=O)(=O)N2CCCCC2)cc1)c1ccco1	-4%	-13%	10%	?	0%	1%	1%	0%	0%	16%
6	CC(C)c1ccc(C(C(=O)NC2CCCCC2)N(C(=O)c2csnn2)C2CC2)cc1 (stereo unspecified)	-9%	-47%	1%	25%	2%	-2%	-7%	0%	2%	-2%
7	COc1ccc(N2C(=O)CC(N3CCN(c4nc5ccccc5s4)CC3)C2=O)cc1 (stereo unspecified)	0%	-29%	-1%	-3%	-3%	-2%	.	-3%	-3%	-1%
8	OC1(c2ccc(Cl)cc2)CCN(Cc2cn[nH]c2-c2ccc(F)cc2)CC1	-11%	-24%	-40%[inhibitor]	23%	-6%	-39%[inhibitor]	-1%	.	0%	-10%
9	CCn1c(SC)nnc1-c1c[nH]c2ccccc12	26%	-11%	0%	5%	6%	12%	-7%	9%	?	3%
10	CCOc1cc(N2CCOCC2)c(OCC)cc1NC(=O)COC(=O)COc1ccc(C#N)cc1	2%	-9%	3%	23%	23%	3%	-1%	-5%	2%	1%
11	O=C(c1ccc2ccccc2c1)N1CCCCC1	-1%	-29%	-7%	-31%	3%	-2%	-4%	2%	-1%	-6%
12	CS(=O)(=O)N(Cc1ccc(Cl)cc1)c1ccc(C(=O)NCC2CCCO2)cc1 (stereo unspecified)	-1%	-5%	-12%	-1%	-4%	-4%	-3%	-11%	2%	-3%
13	CCOc1ccc(CN(C)CC(=O)Nc2cccc3ccccc23)cc1OC	-9%	-9%	11%	21%	1%	-2%	-1%	-1%	0%	-18%
14	CCOC(CNC(=O)c1cccn2c(=O)c3cc(Cl)ccc3nc12)OCC	-13%	-64%	3%	-25%	7%	11%	.	11%	-3%	1%
15	O=[N+]([O-])c1cccc(C2Nc3cccc4cccc(c34)N2)c1	-2%	-37%	22%	-3%	?	27%	27%	?	2%	-20%
16	CCC/C(=N\NC(=O)c1ccco1)c1ccc(Cl)s1	2%	-9%	-2%	11µM*	-6%	0%	-10%	6%	-2%	18µM*
17	Cc1cccc(N2CCN(C(=O)COc3ccc4c(c3)CCC4)CC2C)c1 (stereo unspecified)	-4%	4%	0%	.	17%	1%	7%	.	-4%	.
18	Cc1ccc(S(=O)(=O)NNC(=O)CCC(=O)Nc2ccc(C)cc2C)cc1	0%	-5%	-7%	-11%	-6%	3%	-8%	-8%	0%	?
19	COc1ccc(/C=C2\SC(=S)N(CCC(=O)Nc3ccc(C(=O)O)cc3)C2=O)cc1OC	-1%	1%	0%	-3%	-4%	3%	1%	4%	?	-4%
20	O=C(CCCn1nnc2ccccc2c1=O)N[C@@H](Cc1ccccc1)C(=O)O	-1%	-2%	-4%	-1%	0%	0%	1%	.	1%	5%
21	N#C/C(=C\c1ccccc1[N+](=O)[O-])C(=O)NCc1ccccc1	-2%	0%	2%	?	-10%	-3%	-5%	?	-6%	?
22	COc1ccc(CN2C(=O)c3ccccc3C2C(=O)NC2CCCC2)c(OC)c1 (stereo unspecified)	2%	-1%	-9%	-5%	1%	-1%	.	-5%	-1%	4%
23	O=C1CC(C(=O)Nc2ccccc2)N=C(N2CCCCC2)N1 (stereo unspecified)	15%	-16%	1%	6%[0.365 µM]	19%	-2%	2%	-3%	-1%	.
24	Cc1c(C(=O)N(CCO)Cc2ccccc2)oc2c(F)cccc12	?	?	?	10%	.	?	-17%	2%	17µM*	2%
25	c1ccc(-c2cc(-c3nnco3)c3ccccc3n2)nc1	-1%	-37%	-1%	-21%	-3%	-6%	-5%	?	-4%	-4%
26	Cc1cccc(N2CCN(C(=O)c3c(C)nn(Cc4ccccc4Cl)c3C)CC2)c1C	-12%	-68%	-10%	11%	-9%	1%	-5%	-8%	1%	-8%
27	Cn1c(SCC(=O)NCCc2ccccc2)nc2c([nH]c3ccccc32)c1=O	17%	-32%	-4%	10%	2%	-1%	4%	-5%	-1%	4%
28	O=C1C(=O)c2ccc(-c3ccccc3)cc2-c2ccccc21	-13%	-103%[inhibitor]	-38%[inhibitor]	3.2µM*	-34%[inhibitor]	-42%[inhibitor]	-9%	?	3%	3.5µM*
29	Cc1cc(C)nc(N2CCCC(C(=O)NC(C)C)C2)n1 (stereo unspecified)	-5%	0%	-2%	-11%	1%	-2%	10%	-3%	-1%	0%
30	Cc1nn(-c2ccccc2)c2sc(C(=O)C(C#N)c3ccccn3)cc12 (stereo unspecified)	4%	.	6%	-19%	-1%	0%	.	4%	?	-5%

Single entries from the list.
RORg inh result of Cc1cccc(N2CCN(C(=O)c3c(C)nn(Cc4ccccc4Cl)c3C)CC2)c1C : 11%
FLuc counter result of O=[N+]([O-])c1cccc(C2Nc3cccc4cccc(c34)N2)c1 : 2%
BRCA1 expr up result of O=C1C(=O)c2ccc(-c3ccccc3)cc2-c2ccccc21 : -103%[inhibitor]

Later entries
nr	structure	ELG1 genotox	BRCA1 expr up	Rab9 prom act	RORg inh	p53 reactivator	NPC1 promoter act	uPA surface inh	MBNL1-CUG inh	FLuc counter	Gal4-VP16 FLuc
31	CCCCCC(=O)NCc1c(C(F)(F)F)nn(C)c1N1CCOCC1	1%	-1%	-2%	-4%	-1%	-3%	0%	1%	-2%	5%
32	COc1ccccc1OCc1ccc(C(=O)NN)o1	1%	1%	1%	-5%	-3%	0%	-8%	-9%	?	0%
33	O=C(CN1CCCCCC1)Nc1ccccc1C(=O)Nc1ccccc1	-4%	-6%	0%	.	4%	2%	-1%	.	0%	.
34	Cc1cccc(CC(=O)Nc2cc(C)c3c(=O)oc4ccccc4c3n2)c1	23%	0%	-2%	37%	2%	-5%	14%	-8%	0%	2%
35	COc1cc(OC)cc(C(=O)OCC(=O)NCCCc2ccccc2)c1	-1%	1%	2%[1.84 µM]	-2%	2%	-2%	0%	1%	0%	7%
36	COC(=O)c1ccc(NC(=O)C(C)N2C(=O)c3ccccc3C2=O)cc1 (stereo unspecified)	?	8%	2%	19%	?	-4%	2%	3%	-2%	4%
37	CCOC(=O)N1CCN(C(=S)Nc2ccc3nc(N4CCN(CC)CC4)cc(C)c3c2)CC1	-2%	3%	-5%	3%[10 µM]	-7%	1%	0%	.	2%	0%
38	CC(C)NC(=O)COC(=O)c1ccc(Cl)c(S(N)(=O)=O)c1	1%	-23%	1%	-23%	1%	-10%	8%	-1%	-1%	-4%

Ordered by value in Rab9 prom act (highest first): six from the list above
entry	canonical_smiles	BRCA1 expr up	Rab9 prom act	RORg inh	p53 reactivator	NPC1 promoter act	uPA surface inh
32	COc1ccccc1OCc1ccc(C(=O)NN)o1	1%	1%	-5%	-3%	0%	-8%
9	CCn1c(SC)nnc1-c1c[nH]c2ccccc12	-11%	0%	5%	6%	12%	-7%
2	O=C(Cn1ncc2c([nH]c3ccccc32)c1=O)N1CCN(c2ccccc2F)CC1	-15%	-3%	-9%	-1%	-1%	7%
20	O=C(CCCn1nnc2ccccc2c1=O)N[C@@H](Cc1ccccc1)C(=O)O	-2%	-4%	-1%	0%	0%	1%
37	CCOC(=O)N1CCN(C(=S)Nc2ccc3nc(N4CCN(CC)CC4)cc(C)c3c2)CC1	3%	-5%	3%[10 µM]	-7%	1%	0%
26	Cc1cccc(N2CCN(C(=O)c3c(C)nn(Cc4ccccc4Cl)c3C)CC2)c1C	-68%	-10%	11%	-9%	1%	-5%

Compound activity (PubChem BioAssay)
